From PubChem BioAssay
TSG101-PTAP inh = qHTS Assay for Iinhibitors of HIV-1 Budding by Blocking the Interaction of PTAP/TSG101; Tumor susceptibility gene 101 protein (Homo sapiens), Q99816; Fluorescence polarization, FITC-PTAP peptide / Tsg101 binding; Potency, µM (series often up to 115 µM), without a hit: at the highest dose activity change, negative = inhibition, hits mostly inhibitors; 340,000 tested, under 10 active; active = well fitted inhibition curve with a large enough effect in the main read-out, with a control signal flat, not every such curve was filed as active; inconclusive = small, poorly fitted or top-dose-only effect, or effect the other way, or a change in a side signal; inactive = no such curve, though single readings can be large or run the other way; also: potency is read from the fitted curve at half-maximal effect; % of control where 0% means no effect
Target sequence (Q99816 whole entry, looked up): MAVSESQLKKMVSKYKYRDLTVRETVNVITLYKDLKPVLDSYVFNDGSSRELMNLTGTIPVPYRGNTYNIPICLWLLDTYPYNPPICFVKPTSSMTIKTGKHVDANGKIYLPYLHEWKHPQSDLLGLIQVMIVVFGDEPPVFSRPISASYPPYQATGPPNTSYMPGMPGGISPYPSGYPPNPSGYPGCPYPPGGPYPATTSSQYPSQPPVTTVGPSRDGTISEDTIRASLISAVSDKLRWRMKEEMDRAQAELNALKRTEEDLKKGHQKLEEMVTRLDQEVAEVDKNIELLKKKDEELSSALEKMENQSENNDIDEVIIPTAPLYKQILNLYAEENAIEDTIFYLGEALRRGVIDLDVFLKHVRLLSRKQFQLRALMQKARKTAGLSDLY
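Fluorescence polarization binding of Tsg101 binding domain (10 uM final) to FITC-labeled PTAP peptide (50 nM final) in HEPES pH 7.5 buffer with NaCl, Tween 20, EDTA, TCEP. Compounds added before peptide; binding 20 min at RT.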
Chronic BCR inh = qHTS Assay to Find Inhibitors of Chronic Active B-Cell Receptor Signaling. ABC-DLBCL IkBa-CBG/CBR reporter, luminescence ratio, 4 h. Potency, µM (titrated, usually from 46.1 µM), inactives show at the highest dose ratio change, negative = lower green/red ratio, hits mostly inhibitors. 0.05% of 340,000 active. AID 493014, 2011; active = well fitted inhibition curve with a large enough effect in the signal ratio, with a control signal flat, not every such curve was filed as active; inconclusive = small, poorly fitted or top-dose-only effect, or effect the other way, or a change in a side signal; the % refers to the signal ratio;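 also: potency is read from the fitted curve at half-maximal effect; plate controls were basal doxycycline-induced cells for no effect and cells given 10 µM MG132 for full effect; MG132 reads +100%, hits lower the ratio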
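Concentration-response series (up to 46 uM) were applied to TMD8 dual-reporter cells for 4 h at 37C with doxycycline. Green/red ratio, after filter-overlap correction, defined %Activity; red signal alone was normalised to basal cells and zero luminescence.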
USP2a block = qHTS Assay for Inhibitors of Ubiquitin-specific Protease USP2a Using CHOP2 as the Reporter; Potency, µM (highest dose often 38.3 µM), for the others: top-dose activity change, negative = inhibition, usual class: inhibitors; 0.01% of 330,000 active; USP2 core, Ub-CHOP2 coupled fluorogenic reporter, 485/531; Ubiquitin carboxyl-terminal hydrolase 2 (Homo sapiens), O75604; AID 463254, 2010;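 also: potency is read from the fitted curve at half-maximal effect; plate controls were DMSO wells for no effect and full inhibition by NEM control for full effect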
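Cell-free coupled assay: 10nM USP2 core preincubated 30min RT with compound in Tris-HCl pH 8.0/CaCl2/CHAPS buffer, then 25nM Ub-CHOP2 and 25nM reporter substrate; fluorescence (Ex 485/Em 531) read after 60min RT, normalized to NEM inhibition, concentration-response curves fitted.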
Mito fusion act = qHTS Assay for Small Molecule Inhibitors of Mitochondrial Division or Activators of Mitochondrial Fusion; S. cerevisiae fusion-defective mutant growth rescue, CellTiterGlo 48 h; Potency, µM (highest dose often 46.1 µM), inactives show at the highest dose growth rescue (activation), actives largely listed as activators; 0.23% of 320,000 active;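 also: potency is read from the fitted curve at half-maximal effect; % of control where 0% means no effect; nearly all actives have a fitted effect of over 45% in size; temperature-sensitive fusion mutants such as fzo1-1 at 37 °C on non-fermentable ethanol glycerol medium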
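Read-out: ATP-based luminescence (CellTiterGlo, 10 min ambient) reporting growth of fusion-defective ts yeast after 48 hours at 37C on glycerol/ethanol YPEG medium in the presence of compound.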
Tb PFK inh = qHTS Assay to Find Inhibitors of T. brucei phosphofructokinase | AID 485367, 2010 | T. brucei PFK, ADP-Glo luminescence | 0.17% of 330,000 active | Potency, µM (top dose mostly 57.5 µM), inactives show at the highest dose activity, negative = inhibition, usual class: inhibitors | ATP-dependent 6-phosphofructokinase (Trypanosoma brucei brucei), O15648;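 also: potency is read from the fitted curve at half-maximal effect; 0% = uninhibited 1x PFK enzyme wells and -100% = no-enzyme wells; nearly all actives have a fitted effect of over 60% in size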
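ADP-Glo luminescence quantified ADP after 45 min at room temperature, with 1.25 nM T. brucei PFK, 0.1 mM ATP and 0.5 mM fructose-6-phosphate in pH 8.0 TEA buffer. qHTS titrations up to 57 µM; curves classified by quality.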
TSHR antagonist = Antagonists of the Thyroid Stimulating Hormone Receptor: HTS campaign; Thyrotropin receptor (Homo sapiens), P16473; TSHR-expressing cells, TSH-stimulated cAMP HTRF, 2 h; active compounds read low; activity change, negative = inhibition, % at 11.5 µM; 0.2% of 330,000 active;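 active = activity change below a set negative limit, meaning inhibition stronger than a set level, cut at about -70% in these data; inconclusive = activity change between two set negative limits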; also: % is scaled to controls: 0 for no effect and ±100 for the full control effect
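Antagonism was scored as loss of TSH-driven cAMP in TSHR cells, stimulated with 4nM TSH (EC80) for 2 hours at 37 deg C and detected by homogeneous HTRF competition immunoassay.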
uPA generation = qHTS for Inhibitors of Cell Surface uPA Generation | cell surface uPA generation assay, qHTS | Potency, µM (series often up to 38.3 µM), without a hit: top-dose activity change, negative = inhibition, usual class: inhibitors | 0.31% of 330,000 active; active = well fitted inhibition curve with a large enough effect; inconclusive = small, poorly fitted or top-dose-only effect; inactive = no such curve, though single readings can be large or run the other way; tested in mouse RAW 264.7 cells; also: potency is read from the fitted curve at half-maximal effect; % is scaled to controls: 0 for no effect and ±100 for the full control effect; nearly all actives have a fitted effect of over 55% in size
ELG1 repair inh = qHTS screen for small molecules that inhibit ELG1-dependent DNA repair in human embryonic kidney (HEK293T) cells expressing luciferase-tagged ELG1; AID 504467, 2011; Potency, µM (highest dose often 46.1 µM), for the others: top-dose activity change, negative = inhibition, usual class: inhibitors; HEK293T ELG1-luciferase reporter, luminescence, 16 h; DNA damage induced by 5-fluorouridine; 2.3% of 330,000 active; also: potency is read from the fitted curve at half-maximal effect; % is scaled to controls: 0 for no effect and ±100 for the full control effect; nearly all actives have a fitted effect of over 55% in size
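DMSO vehicle served as the neutral condition. Each well held 2,000 cells given 5-fluorouridine plus compound; after 16 hr at 37 °C/5% CO2, ONE-Glo was added and luciferase measured 30 min later.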
B2AR arrestin = qHTS assay of beta-arrestin-biased ligands of beta2-adrenergic receptor; AID 492947, 2010; beta-arrestin recruitment to beta2AR, cell-based reporter; 0.02% of 330,000 active; Beta-2 adrenergic receptor (Homo sapiens), P07550; Potency, µM (series often up to 46.1 µM), for the others: at the top dose activation, actives largely listed as activators;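 also: potency is read from the fitted curve at half-maximal effect; 0% = DMSO controls and full agonism = EC100 isoproterenol or metaproterenol; nearly all actives have a fitted effect of over 65% in size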
TCR activator = Activators of T cell receptors: qHTS campaign. Potency, µM (top dose mostly 9.22 µM), without a hit: at the top dose activation of IL-2 secretion, hits mostly activators. 330,000 tested, under 10 active. primary human leukocytes, anti-CD3, IL-2 HTRF, 48 h. AID 504894, 2011; also: % of control where 0% means no effect
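HTRF read-out of IL-2 secretion: europium cryptate donor excited at 320nm, d2 acceptor emission at 665nm. Cells were primary human leukocytes incubated 48 hr with compounds and a-CD3 beads, supplying TCR signal only.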
Eya2 inh = qHTS Assay for Inhibitors of the Phosphatase Activity of Eya2. recombinant Eya2, OMFP fluorescence dephosphorylation (OMFP is methylfluorescein phosphate). Potency, µM (top dose mostly 76.9 µM), without a hit: at the top dose activity, negative = inhibition, most hits filed as inhibitors. 0.006% of 330,000 active. AID 488837, 2010. Protein phosphatase EYA2 (Homo sapiens), O00167; also: potency is read from the fitted curve at half-maximal effect; % is scaled to controls: 0 for no effect and ±100 for the full control effect
Target sequence (O00167 whole entry, looked up): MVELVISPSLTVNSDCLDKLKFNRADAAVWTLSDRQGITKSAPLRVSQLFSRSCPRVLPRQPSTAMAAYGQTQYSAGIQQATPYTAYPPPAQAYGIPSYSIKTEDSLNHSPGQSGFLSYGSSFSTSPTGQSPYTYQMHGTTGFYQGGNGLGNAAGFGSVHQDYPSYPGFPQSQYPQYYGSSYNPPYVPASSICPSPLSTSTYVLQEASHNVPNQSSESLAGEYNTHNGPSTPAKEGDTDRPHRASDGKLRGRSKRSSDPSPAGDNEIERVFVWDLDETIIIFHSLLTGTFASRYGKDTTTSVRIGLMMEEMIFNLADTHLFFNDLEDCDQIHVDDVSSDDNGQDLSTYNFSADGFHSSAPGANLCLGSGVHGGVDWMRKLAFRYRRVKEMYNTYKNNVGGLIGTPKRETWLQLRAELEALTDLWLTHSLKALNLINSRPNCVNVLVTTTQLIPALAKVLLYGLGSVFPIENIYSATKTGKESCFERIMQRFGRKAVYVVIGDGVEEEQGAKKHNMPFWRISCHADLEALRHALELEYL
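Eya2 protein (added as 0.2 uM solution) was preincubated with compound for 10 min at ambient temperature in 50 mM HEPES pH 7.5, 50 mM NaCl, 5 uM MgCl2, 0.05% BSA, 1 mM DTT. OMFP (added at 50 uM) then reacted 10 min; fluorescence read at 485/525 nm.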
* = called active by the depositor; u = inconclusive; x = no result given; [ ] = another dose, or the depositor's remark. Unless noted, calls follow the shape of the dose curve; as a rule, active = well fitted curve in the direction sought with a large enough effect; inconclusive = small, poorly fitted or top-dose-only effect, or another doubt; inactive = no such curve, though single readings can be large; an effect the other way counts as inactive or inconclusive.

SMILES	TSG101-PTAP inh	Chronic BCR inh	USP2a block	Mito fusion act	Tb PFK inh	TSHR antagonist	uPA generation	ELG1 repair inh	B2AR arrestin	TCR activator	Eya2 inh
COC(=O)CN=C1OC(=O)N2C(=O)C3=C4[C@@H](C[C@H]5C(=O)N(c6ccccc6)C(=O)[C@H]5[C@H]4[C@@]12Cc1ccccc1)[C@H]1C(=O)N(c2ccccc2)C(=O)[C@H]1[C@H]3C	-3.4%	6.0%	2.3%	12.2%	2.0%	-2.6	6.8%	u	0.2%	-0.3%	11.7%
Cc1nnc(SC(C)C#N)n1-c1ccccc1 (configuration not stated)	-2.1%	1.3%	-1.5%	-7.4%	-2.2%	-13.3	4.8%	-3.7%	0.1%	x	-9.1%
CCN1C(=O)c2ccccc2Sc2ccc(C(=O)O)cc21	-7.1%	0.3%	4.1%	-3.5%	7.9%	-4.8	0.6%	-9.2%	0.3%	-2.1%	-3.9%
Cc1c(C)n(CC(O)CN2CCN(C)CC2)c2ccccc12 (configuration not stated)	-8.4%	-3.0%	0.6%	-4.9%	0.3%	-10.2	-12.5%	4.5%	0.2%	4.0%	6.1%
CCOC(=O)c1cc(C(=O)OCC)c(=O)[nH]c1SCc1ccccc1	-1.2%	2.1%	-5.6%	-8.6%	3.2%	4.8	u	-12.2%	0.0%	0.4%	2.0%
COc1ccc(N2CCN(C(=O)c3ccc(C)c(NC(=O)C4=C(C)OCCS4)c3)CC2)cc1	-6.4%	-0.6%	4.2%	-0.3%	-1.3%	5.5	6.4%	u	0.2%	-0.8%	4.8%
O=C(COC(=O)[C@@H]1CC(O)CN1S(=O)(=O)c1ccc2c(c1)OCCO2)Nc1cc(F)ccc1F (some centres not stated)	-3.5%	u	4.0%	x	-1.6%	-17.8	6.2%	22.3%	-0.1%	-141.0%	-39.7%
COc1ccccc1-c1nn(-c2ccccc2)cc1C(=O)N1CCN(C(=O)c2ccco2)CC1	-4.6%	4.9%	3.6%	-5.2%	0.8%	0.5	-8.0%	-0.9%	0.0%	-2.2%	13.7%
COc1cc(/C=N/NC(=O)CN2CCCCC2)ccc1OCc1ccc(Br)cc1	-5.6%	u	1.0%	-0.4%	1.7%	-0.1	-6.5%	u	0.3%	-0.4%[46.1 µM]	-6.7%
COc1cc(-c2nc3cnccn3c2Nc2ccc(C)cc2)ccc1O	-7.4%	u	1.9%	-1.0%	1.7%	-10.8	u	u	-0.3%	x	-0.4%
Cc1ccc(F)cc1NC(=O)N1c2ccccc2NC(=O)CC1C (configuration not stated)	-5.1%	u	-0.5%	-0.6%	2.9%	2.5	7.7%	5.7%	-0.2%	-3.3%	-8.5%
O=C1C(Nc2cccc(O)c2)=C(N2CCCCC2)C(=O)c2ccccc21	-4.7%	u	2.2%	-6.0%	-5.4%	-3.0	12.1%	13µM*	-3.4%	-7.5%	-13.9%
CCc1ccc(NC(=O)C2CC=CCC2C(=O)O)cc1 (configuration not stated)	-3.7%	2.7%	-1.3%	3.8%	-5.3%	-12.3	0.4%	9.2%	-1.0%	x	-8.4%
O=C(CCCN1C(=O)c2ccccc2C1=O)NCc1ccc(F)cc1	1.9%	u	0.8%	8.4%	0.9%	34.2	3.0%	0.3%	0.1%	-1.0%	7.6%
C=CCOc1ccccc1CN1CCC(Oc2ccc(C(=O)N3CCCC3)cc2)CC1	-2.6%	0.6%	3.6%	-7.1%	1.3%	0.3	u	0.0%	0.3%	3.3%	-6.4%
O=C(Nc1ccc2c(c1)OCCO2)c1ccc(Cl)c([N+](=O)[O-])c1	-12.4%	u	1.2%	-3.9%	26.9µM*	-15.9	-12.8%	u	0.0%	8.9%[46.1 µM]	-9.3%
CC[C@]1(C(=O)OC)[C@H]2C(=O)N(Cc3ccccc3)C(=O)[C@H]2[C@H]2CN(C)C(=NCc3ccccc3)N21	2.4%	-6.0%	-1.1%	x	u	17.2	2.1%	18.3%	u	4.4%[46.1 µM]	-8.6%
CC(/C=C/c1ccccc1)=N\Nc1nc(-c2ccccc2)cs1	-2.1%	u	0.5%	-2.2%	-0.3%	-4.2	x	1.0%	-0.3%	-0.1%	-4.5%
COC(=O)C1CC(=O)N(c2ccc(OCc3ccccc3Cl)cc2)C1 (configuration not stated)	0.8%	u	0.0%	0.6%	5.4%	-10.2	-1.3%	27.0%	-0.4%	x	1.2%
COc1cc(OC)c2c(-c3cccc(-c4ccc(F)c(Cl)c4)c3)cc(=O)oc2c1	-2.9%	-1.1%	-0.7%	x	4.4%	-9.0	u	u	0.3%	-3.5%[46.1 µM]	4.2%
COC(=O)C(C)Sc1n[nH]c(=S)s1 (configuration not stated)	-3.7%	u	-0.8%	1.9%	-2.3%	-12.8	0.0%	-1.0%	0.0%	-0.1%	-8.3%
N#Cc1ccc(C(=O)CSc2nnc(-c3ccc(C(F)(F)F)cn3)s2)cc1	-0.1%	u	0.7%	4.8%	0.2%	-2.9	-5.5%	0.0%	0.1%	17.2%	6.9%
CCn1c(SCC(=O)N2CCCCC2)nc2c(c1=O)SC(C)C2 (configuration not stated)	0.2%	16.2%	0.6%	1.8%	2.0%	12.3	0.1%	1.4%	-0.4%	-0.4%	0.9%
Cc1nn(C(C)c2n[nH]c(=S)n2-c2ccc(F)cc2)c(C)c1[N+](=O)[O-] (configuration not stated)	-2.0%	-9.8%	-1.4%	-0.3%	2.1%	-0.9	-2.0%	4.9%	3.1%	-4.0%[46.1 µM]	0.0%
CCc1nc2sccc2c(=O)[nH]1	-3.5%	0.4%	-1.3%	-0.1%	1.7%	2.8	0.4%	10.7%	0.0%	-1.1%	-2.7%
COc1ccccc1C(=O)Nc1ccnn1C1CCN(Cc2ncc[nH]2)CC1	0.4%	-0.6%	0.5%	-6.5%	2.3%	5.7	-7.7%	11.3%	0.0%	-0.7%	0.5%
Cc1ccc2nc(Nc3ncc4c(n3)CC(C)(C)CC4=O)nc(C)c2c1	3.4%	-3.0%	2.8%	-3.5%	-2.4%	10.8	3.9%	3.8%	-0.1%	x	-10.2%
CN(CC(=O)Nc1ccc(F)cc1)C(=O)CN1C(=O)c2cccc([N+](=O)[O-])c2C1=O	-0.2%	-3.5%	-0.7%	0.7%	-1.5%	-12.0	1.6%	-0.6%	-1.1%	-2.0%	2.9%
O=C(N/N=C/c1ccsc1)c1ccc2ccccc2n1	-1.7%	u	1.6%	-1.5%	0.2%	-1.1	-4.3%	u	-0.3%	x	0.4%
O=C(c1ccc(COc2ccccc2[N+](=O)[O-])o1)N1CCCCCC1	-7.7%	-1.4%	2.1%	5.4%	7.6%	1.1	17.1%	u	-0.5%	4.4%	9.8%
Cc1c(C(=O)O)cccc1-c1ccc(/C=N/Nc2ccc(Br)cc2)o1	-0.7%	2.2%	-0.4%	20µM*	-8.4%	-21.6	-0.9%	u	-0.5%	0.8%[46.1 µM]	2.3%
O=c1c2ccccc2oc2c1ccc1ccccc12	-0.1%	8.0%	-1.0%	x	2.5%	-6.9	u	u	-0.3%	4.0%[46.1 µM]	-2.0%
O=C(O)c1ccc(CSc2nc3ccc(N4C(=O)C5C6C=CC(C6)C5C4=O)cc3s2)cc1 (configuration not stated)	-1.8%	10.6%	0.8%	-0.2%	4.3%	-23.5	2.9%	-8.7%	-1.4%	-1.4%[46.1 µM]	9.8%
O=C(CN(CC1CCCO1)C(=O)CNS(=O)(=O)c1ccc(Cl)cc1)NCc1ccco1 (configuration not stated)	0.3%	4.9%	0.5%	-7.1%	-0.4%	3.7	5.0%	2.8%	-0.1%	-1.7%	7.3%
